Source: PubChem BioAssay (Fisher Drug Discovery Resource Center)
mcGAS MS inh: inhibitors of Mus musculus cyclic GMP-AMP synthase, initial high-throughput assay, cell-free, RapidFire MS. Q8C6L5. inhibition, % at 12.5 µM. hit rate 0.18% among 130,000. recombinant mouse cGAS, cGAMP by RapidFire MS;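 active means inhibition of cGAS enzyme activity at or above 60%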;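 further: enzyme stimulated by 45 bp dsDNA with ATP and GTP substrates; cGAMP share of summed cGAMP plus half ATP and half GTP signals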
Target sequence (Q8C6L5 whole entry, looked up): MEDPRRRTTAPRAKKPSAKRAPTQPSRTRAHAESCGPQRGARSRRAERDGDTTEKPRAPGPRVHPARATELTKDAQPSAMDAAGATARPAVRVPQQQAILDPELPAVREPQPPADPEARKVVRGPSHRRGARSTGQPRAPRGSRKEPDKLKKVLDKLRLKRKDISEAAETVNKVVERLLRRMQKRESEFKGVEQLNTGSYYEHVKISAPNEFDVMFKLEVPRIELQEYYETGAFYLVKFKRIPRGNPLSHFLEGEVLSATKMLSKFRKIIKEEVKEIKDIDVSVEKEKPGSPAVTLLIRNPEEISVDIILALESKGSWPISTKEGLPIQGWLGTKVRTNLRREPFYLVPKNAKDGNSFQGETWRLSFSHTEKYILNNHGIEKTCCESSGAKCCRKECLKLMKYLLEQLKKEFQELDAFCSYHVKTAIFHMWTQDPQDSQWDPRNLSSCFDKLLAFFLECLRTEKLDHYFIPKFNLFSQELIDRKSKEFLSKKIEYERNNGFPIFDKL
An asterisk follows results filed as active; & = joins results of further samples; ! = not active in a repeat.

structure | mcGAS MS inh
N#Cc1ccc(CSc2ncn[nH]2)cc1 | -1
Cc1cc(F)ccc1NCC(=O)N1CCN(S(=O)(=O)c2ccc3c(c2)CCC3)CC1 | -13
CNC(=O)c1nc(CN2CCCC(Nc3ccc(C(C)C)cc3)C2)no1 (centres undefined) | -14
Cc1nc2ccccn2c(=O)c1NC(=O)CC1CCCC1 | -8
O=S(=O)(c1cccc(CNc2ccccn2)c1)N1CCCCC1 | -10&-4
c1coc(CCn2ccnc2-c2ccccc2Cn2cccn2)c1 | -13
CCN1C(=S)NC(c2ccc(N)cc2)C(C(=O)OC)=C1C (centres undefined) | -7
Cc1ccc2c(Cl)cc(Cl)c(OCC#N)c2n1 | -11
CC1=CC2=NC(C(F)(F)F)(C(F)(F)F)N=C(c3ccccc3)N2C=C1 | -1
CCOC(=O)c1cnn(Cc2nc(-c3sccc3C)oc2C)c1 | -6

The final six compounds of the part before are carried over, then new ones follow.
structure | mcGAS MS inh
O=S(=O)(c1cccc(CNc2ccccn2)c1)N1CCCCC1 | -10&-4
c1coc(CCn2ccnc2-c2ccccc2Cn2cccn2)c1 | -13
CCN1C(=S)NC(c2ccc(N)cc2)C(C(=O)OC)=C1C (centres undefined) | -7
Cc1ccc2c(Cl)cc(Cl)c(OCC#N)c2n1 | -11
CC1=CC2=NC(C(F)(F)F)(C(F)(F)F)N=C(c3ccccc3)N2C=C1 | -1
CCOC(=O)c1cnn(Cc2nc(-c3sccc3C)oc2C)c1 | -6
COc1cc(OC)cc(C(=O)Nc2nc3ccc(F)cc3s2)c1 | -3
Cn1c(-c2cccs2)n[nH]c1=S | -5
CN(Cc1ccc2nccnc2c1)Cc1cc2n(n1)CCNC2 | -12
O=c1[nH]nc(CCCO)n1CCc1ccccc1F | -39
Cc1c(Br)c(C(F)(F)F)nn1CC(=O)N(C)C1CCCCC1 | -12
CC(C)(C)c1ccc(NC(=O)NCCn2nc(-c3cccnc3)ccc2=O)cc1 | -11
CSc1nn(-c2ccccc2)c(NC(=O)CC2CC3CCC2C3)c1C#N (centres undefined) | -4
O=C(OCC1CC(=O)N(Cc2ccccc2)C1)c1n[nH]c2c1CCC2 (centres undefined) | -4
O=C(COC(=O)C=Cc1cccs1)NC1CC1 | -11
CC1(C(=O)NS(=O)(=O)c2ccc(C#N)cc2)CCN1C(=O)c1cccc2ccccc12 (centres undefined) | -9
N#Cc1cc2c(=O)n3ccccc3nc2n(CC2CCCO2)c1=N (centres undefined) | -13
Cc1nc2c(C)cccn2c(=O)c1NC(=O)Cc1ccccc1 | -7
CC(=O)c1ccc(N2CCCC2)c([N+](=O)[O-])c1 | -8
CCc1nnc(NC(=O)c2cccc(OCc3csc(C)n3)c2)s1 | 1
CCOC(=O)C1(CCCc2ccccc2)CCN(C(=O)C2=C(C)OCCO2)CC1 | -10
CCCNC(=O)c1nnc2n1CCN(C(=O)c1ccncc1)C2 | -4
CC(=O)c1ccc(OC(=O)c2ccc(Br)c([N+](=O)[O-])c2)cc1 | -1
NS(=O)(=O)c1ccc(NC(=O)CCN2CCCc3ccccc32)cc1 | -6
COc1ccccc1CCC(=O)N1CCc2nnc(C3CCCO3)n2CC1 (centres undefined) | -9
CNc1ccc(C(=O)NCCCc2c(C)noc2C)cn1 | -3
CN1CCN(c2ccc(NC(=O)c3ccc(S(C)(=O)=O)cc3)cc2)CC1 | -12
CCNC(=O)c1ccc(Cl)cc1N | -1
CCN(CC)CCCC(C)Nc1c2ccc(Cl)cc2nc2ccc(OC)cc12 (centres undefined) | 68*!
COc1ccc(C2CCCN2C(C)C(=O)Nc2ccc(F)c(F)c2)cc1 (centres undefined) | -3
CC1(C(=O)Nc2cccc3cccnc23)CCN1Cc1ccc(-c2ccccc2)o1 (centres undefined) | -8
CCOC(=O)C1(O)CCN(Cc2cccc(F)c2F)CC1 | 0
C=CCN1CCCC1CNC(=O)c1cc2[nH]nnc2cc1OC (centres undefined) | -10
CC1(C)N=C(c2ccc(Br)cc2)C(=S)N1 | -10
CCOc1ccc2ccccc2c1CNc1nn[nH]n1 | -25
O=C(Cn1cnc2cc(F)ccc2c1=O)N1CCNC1=O | -1
CCOC(=O)c1sc(N)c(C#N)c1COC(=O)C1CSC2(C)CCC(=O)N12 (centres undefined) | 19
COc1cc(Br)c(S(=O)(=O)NNC(=O)c2cc3c(s2)CCC3)cc1OC | 9
CC(C)c1cc(C2CCN(C(=O)CCN3CCCCO3)CC2)[nH]n1 | -20
O=C(ON=Cc1cccc([N+](=O)[O-])c1)C1CCN(S(=O)(=O)c2ccc(Cl)cc2)CC1 | 1
[O-][n+]1c2c(nn1-c1ccccc1)/C(=N\O)CCC2 | -8
O=C(CSCc1ccccc1Cl)N1CCN(c2cnccn2)CC1 | -14
CCN1CCCC(NC(=O)c2cc3ccccc3c3cccnc23)C1 (centres undefined) | -3
N#CCc1cc(Cl)c2c(c1)OCCO2 | -5
N#Cc1cccc(OCCCCC(=O)N2CCOC3CCCCC32)c1 (centres undefined) | -3
CCC(=O)N(C)c1ccccc1C(=O)Nc1ccc(OC)c(Cl)c1 | -9
Cc1nn(C)c(C)c1CCNC(C)CC1CCCCCN1C(=O)OC(C)(C)C (centres undefined) | -2
CCOC(=O)/C=C/c1c(C)c(C#N)c(=O)n(C)c1Cl | 0
Cc1cncc(C(=O)NCCc2nnc3n2CCNCC3)c1 | 2
Cc1sc2ncnc(SCC(=O)c3cc(C)n(CC4CCCO4)c3C)c2c1C (centres undefined) | 2
COc1cc(C2c3[nH]c4ccccc4c3CCN2C(=O)CCCN2CCCC2=O)ccc1F (centres undefined) | 1
CCN(CC)C(=O)Cn1cc(C(=O)N2CCCCC2CCn2cccn2)nn1 (centres undefined) | 7
CC(=O)c1[nH]c(C)c(C(=O)N2CC(OCc3ccccc3F)C2)c1C | -8
CN(C)N=CC=C1CCC(=Cc2ccc(Br)cc2)C1=O | 1
CS(=O)(=O)c1ccc(/C=C2\C=Cc3ccccc32)cc1 | -6
Cn1ccnc1C(O)C1CCN(Cc2cc3n(n2)CCNC3)CC1 (centres undefined) | -3

(more compounds)
structure | mcGAS MS inh
CC(=O)c1ccc(NC(=O)CC2SC(=NC3CC3)NC2=O)cc1 (centres undefined) | -9
Cc1c(C(=O)CSc2n[nH]c(=O)n2C2CC2)sc2ccccc12 | -1
O=C(NCc1cccnc1Oc1ccc(F)c(F)c1)C1(c2ccccc2)CC1 | -11
O=C(C=Cc1ccc2c(c1)OCO2)n1ccnc1 | -2
Cc1cc(C)n2ncc(-c3[nH]cnc3-c3ccccc3)c2n1 | -17
CC(C)C(C(=O)NNC(=O)c1ccc(-n2cnnn2)cc1)N(C)C (centres undefined) | -4
Cc1ccc2cc(CN3CCN(CCn4cncn4)CC3)c(=O)[nH]c2c1 | -15
c1coc(CNc2nc3nonc3nc2N2CCSCC2)c1 | -11&-2
CN(Cc1nccn1C)c1nccc(CCC(F)(F)F)n1 | -21
CC1CCCC(C)N1C(=O)/C=C/c1ccc(S(=O)(=O)N2CCOCC2)cc1 (centres undefined) | 0
CC1CCN(Cc2nc(-n3ccnc3)c3c4c(sc3n2)CCC4)CC1 | -8
C=CCCCCCCCCCCCC(O)CC(O)COC(C)=O (centres undefined) | -13&-5
Cc1cc(O)c(C(c2cccnc2)c2c(O)cc(C)oc2=O)c(=O)o1 | -7
O=C(/C=C/c1cc(C(F)(F)F)ccc1Cl)NCc1ccon1 | 1
COCCCCS(=O)(=O)c1ccc(C)c(C)c1 | -13
COCc1nc2ccccc2[nH]1 | -7
Cc1cnc(NC(=O)CCNS(=O)(=O)c2ccc(C)c(C)c2)s1 | 2
Cc1nc2n(n1)CC(NCc1ccc(N3CCOCC3)c(F)c1)CC2 (centres undefined) | -9
COCCCNC(=O)Cn1c(=O)n(CC(=O)NCCc2ccccc2)c(=O)c2sccc21 | 6
COc1ccc(N2CCN(C(=O)C3CC=CCC3C(=O)Nc3ccc(OC)nc3)CC2)cc1 (centres undefined) | 4
Cn1c(=O)[nH]c(=O)c2c1nc(N1CCN(Cc3cccc(Cl)c3)CC1)n2Cc1ccccc1Cl | -4
Cc1c(C#N)c(N)n(CCN2CCNCC2)c1C | 0
CC(C(=O)NCc1ccccc1Cl)N(C)Cc1cn[nH]c1 (centres undefined) | -19
FC(F)(F)c1cc(Sc2ncc[nH]2)n2ncnc2n1 | 10
Nc1nnc(SCC(=O)N(C2CCCCC2)C2CCS(=O)(=O)C2)s1 (centres undefined) | -11
CCNC(=O)C(C)Sc1nc(-c2ccco2)nc2ccccc12 (centres undefined) | -4
Cc1[nH]c2ccc(F)cc2c1CC(=O)N=c1sccn1C | -10
O=C1NCC(=O)N2CCN(C(=O)c3ccc4scnc4c3)CC12 (centres undefined) | -41
CN(C)Cc1ccc(Sc2ccccc2Cl)cc1 | -38
Cn1nc(C2CC2)c2cnn(-c3ccc(F)cc3)c2c1=O | -4

Reprinted from the part before: two entries, then new ones.
structure | mcGAS MS inh
CN(C)Cc1ccc(Sc2ccccc2Cl)cc1 | -38
Cn1nc(C2CC2)c2cnn(-c3ccc(F)cc3)c2c1=O | -4
Cc1csc(CN(C2CC2)C(C)c2ccccc2Cl)n1 (centres undefined) | -4
CC(C)c1nccc(CN2CCN(S(=O)(=O)c3ccccc3)CC2)n1 | -9
CC(N=Cc1c(O)n(Cc2ccccc2)c(=S)[nH]c1=O)c1ccccc1 (centres undefined) | 0
COC(=O)c1ccc(Cn2nc(C3CC3)c3cnn(-c4cccc(Cl)c4)c3c2=O)o1 | -5
COc1ccc(CNCC(C)O)cc1CN1CCOCC1 (centres undefined) | -8
CSCCC(C)N(C)S(=O)(=O)c1cnc(C(C)C)[nH]1 (centres undefined) | -3
CC(NC(N)=O)C(=O)N(C)C1c2ccccc2-c2ccccc21 (centres undefined) | -4
Cc1ccsc1CCNc1nc(-c2cccnc2)nc2c1CNC2 | -4
COc1cc(Cl)c([C@@H]2C[C@H]3CN(c4ccccc4)C(=O)[C@]34CCCN24)cc1OC | -3
Clc1cc(N=Cc2ccccn2)c(Cl)cc1N=Cc1ccccn1 | -4
CCN(CC)C(=O)c1ccccc1NS(=O)(=O)C(F)(F)F | 2
O=C(COc1c(F)c(F)cc(F)c1F)c1ccc[nH]1 | -11
CCOC(=O)c1cnn(-c2ccccc2C)c1N | -1
O=C(O)CONC1=NS(=O)(=O)c2ccccc21 | -5
O=C1NCCN(C(=O)CCc2nc3ccccc3[nH]2)C1CCO (centres undefined) | -13
O=S(=O)(Nc1ccc(Cl)cc1F)c1cnc[nH]1 | -12
CC(C)(C)C(=O)C(CO)(Oc1ccc(Cl)cc1)n1cncn1 (centres undefined) | 22
Cc1ccc(C(C)C)cc1S(=O)(=O)N1CCC(C(N)=O)CC1 | -12
CC(=O)N=c1sc(S(N)(=O)=O)nn1C | -6&8
CC(C)CCNc1nc(N)nc2nc[nH]c12 | 1
O=C1Nc2ccccc2/C1=N/N=C1/CCCC/C1=C\c1ccccc1 | 1
O=C(NCC1(c2ccc3c(c2)OCCO3)CCCC1)c1ccc2ncsc2c1 | -14
COc1ccc(NC(=O)C(NC(=O)Cc2ccccc2)C(C)C)cc1Cl (centres undefined) | -1
COCCN(C(=O)NC(C)c1cnn(C)c1C)C1CC1 (centres undefined) | -8
CC(NC(=O)c1ccc(Oc2ccccc2)cc1)C1CCCO1 (centres undefined) | -5
Cc1c(CN2CC[C@H](CO)[C@@H](O)C2)[nH]c2ccc(Cl)cc12 | 0
CC(Cc1cccnc1)NC(=O)c1ccccc1OC1CCN(C(=O)c2cccnc2)CC1 (centres undefined) | -5
COc1ccccc1C1(CNC(=O)C2CC(=O)N(c3ccc(C)c(C)c3)C2)CCOCC1 (centres undefined) | -3
OCCNc1nc(N2CCOCC2)ncc1F | -16
Nc1nc2cc3nc(N)sc3cc2s1 | -4
COC(=O)c1cc(F)ccc1Cn1ccc2ccn(C)c2c1=O | -17
CN1C(=O)CCc2cc(NS(C)(=O)=O)ccc21 | 2
Cc1nonc1C(=O)N1CCCC(CCc2ccc(F)cc2)C1 (centres undefined) | 7
CCc1csc(CNC(=O)c2sc(OC)nc2C)n1 | -15
COc1ccccc1-c1ccc(C(=O)N2CC(c3ccncc3)C2)cc1 | -14
Cc1ccc(S(=O)(=O)N2CCCC2=O)c(C)c1N(C)S(C)(=O)=O | 3
CC(C)CN1CCC(N2CCN(c3cc(N)nc(N)n3)CC2)CC1 | 9
CNc1cc(-c2cccc(OC)c2F)ncn1 | 0
C=CCNS(=O)(=O)c1cccs1 | -5
COc1cc(OC)c(CNC(C)c2ccccc2Cl)c(OC)c1 (centres undefined) | -18
CC(C)CCn1c(N2CCC(C)CC2)nc2c1c(=O)[nH]c(=O)n2C | -4
COC(=O)CC1(NCC(=O)N(C)C2(C#N)CCCCC2)CCCCC1 | -7
COc1ccc2c(c1)CN(S(=O)(=O)c1ccc(C)cc1)C=CC2=O | -10
CCC(CC)c1nnc(NC(=O)c2cc(C)cc(C)c2)s1 | -7
Cc1nn(CCC#N)c2nc(C(F)(F)F)[nH]c(=O)c12 | 6
CN(C)c1ncccc1CNS(=O)(=O)N1CCOCC1 | -1
Cc1cc(C(O)(C(F)(F)F)C(F)(F)F)c(C)n1-c1ccc(N(C)C)cc1 | -10&5
CCOC(=O)c1c(C)[nH]c(C(=O)OCC(=O)c2cc(C)n(CCOC)c2C)c1C | -1
Cc1nn(-c2ccccc2)c(N)c1N=Nc1ccc2ccccc2c1 | -11
C=CCn1c(N2CCC(Cc3ccccc3)CC2)nc2c1c(=O)[nH]c(=O)n2C | -16

A portion of the library; rates above refer to the full screens.
